From PubChem BioAssay
SRC3 TRFRET art: counter-screen for PPARgamma SRC-3 recruitment agonists: TR-FRET artefact. PPARgamma/SRC-3 format; active compounds read high. TR-FRET ratio at 8 µM. hit rate 0.39% among 99,000. AID 1048; in the data active means TR-FRET ratio above about 2000; further: inactives centre near 1600; reference of the scale not given here
SRC1 TRFRET art: counter-screen for PPARgamma SRC-1 recruitment agonists: TR-FRET artefact. hit rate 0.34% among 99,000. TR-FRET detection artefact counter-screen, emission ratio; active compounds read high. TR-FRET ratio at 8 µM; in the data active means TR-FRET ratio above about 2300; further: inactives centre near 1800; reference of the scale not given here
Starred values were filed as active, the others as inactive. Not all compounds are listed; count on the stated rates, not on these rows.

Each structure is followed by: SRC3 TRFRET art	SRC1 TRFRET art
O=C(c1ccccc1Cl)N(Cc1ccccc1F)N1C(=O)CCCC1=O
 : 1571	1853
O=C(c1csc2ccccc12)N1CCCCCC1
 : 1398	1813
O=C(OCCC1Oc2cccnc2NC1=O)c1ccc(Cl)cc1 (stereo not drawn)
 : 1616	1801
CCc1ccc(N2CC(C(=O)OC)CC2=O)cc1 (stereo not drawn)
 : 1707	1560
Cc1cc([N+](=O)[O-])nn1CCC(=O)NC1CCCCCC1
 : 1601	1707
Cc1ccc(/C=C/C(=O)N2CCCN(C(=O)/C=C/c3ccc(C)cc3)CC2)cc1
 : 1543	1745
CSCCCNC(=S)Nc1ccc(N2CCOCC2)cc1N1CCOCC1
 : 1563	1693
Cc1cnc(C)c(N2CCN(Cc3cn(C)nc3-c3cccc(Cl)c3)CC2)n1
 : 1504	1676
CCCSC1=C(C#N)C2(CCCCC2)C(C#N)=C(N)N1
 : 1607	1785
O=C(Cc1cccs1)N1CCN=C1SCc1ccccc1F
 : 1586	1733
Clc1ccccc1CONc1ncnc2nonc12
 : 1575	1611
CCOC(=O)c1ccccc1Nc1cc(C)nc2nc(C)nn12
 : 1568	1776
O=C(c1cc2c(s1)CCCC2)N1CCN(S(=O)(=O)c2ccccc2C(F)(F)F)CC1
 : 1282	1901
C#CCOCCOCCOCCNc1nc(N2CCN(C(=O)[C@H]([C@@H](C)CC)n3cc([C@@H](N)CC(C)C)nn3)CC2)nc(N2CCN(C(=O)[C@H](Cc3ccc(O)cc3)n3cc([C@@H](N)C(C)CC)nn3)CC2)n1 (stereo partly drawn)
 : 1526	1728
C=CCNc1scc(-c2ccccc2)[n+]1CC=C
 : 1615	1612
CCN(CC)CCN(Cc1cc2cc3c(cc2[nH]c1=O)OCO3)C(=S)NCC1CCCO1 (stereo not drawn)
 : 1635	1757
CCC1CCC(C(=O)NC(CCSC)C(=O)NCCN(CC(C)C)CC(C)C)CC1 (stereo not drawn)
 : 1480	1944
Cc1c(Cl)cccc1NC(=O)N1CCCC1
 : 1752	1676
Cc1ccc2c(c1)C(O)(C1COC(C)(C)CC1=O)C(=O)N2C (stereo not drawn)
 : 1615	1862
NNC(=O)c1sccc1OCc1ccc(F)cc1
 : 1602	1817
O=C1CC(c2ccc(F)c(Br)c2)C2=C(CCCC2=O)N1 (stereo not drawn)
 : 1451	1703
COC(=O)/C=C/c1sc2nc(C)cc(C)c2c1N=CN(C)C
 : 1187	1622
CC(C)(C)NS(=O)(=O)c1ccc(CCC(=O)N2CCCC2)cc1
 : 1579	1784
CCOC(=O)c1sc(Nc2nc3c(OC)cccc3s2)nc1C
 : 1671	1764
COc1ccc(NC(=O)Nc2ccc(C)cc2Br)c(OC)c1
 : 1425	1778
O=C(NC1CCN(C(=O)N2c3ccccc3Sc3ccccc32)CC1)c1ccco1
 : 1651	2044
O=C(CSc1nnc(-c2ccccc2)n1CC1CCCO1)N1CCCC1 (stereo not drawn)
 : 1638	1665
COCC1CCN(Cc2nc(Cc3ccccc3Cl)no2)CC1
 : 1379	1581
Cc1nn(C)cc1NC(=O)c1ccc(Br)o1
 : 1452	1854
O=C(NCc1cccnc1)c1noc2c1CCCCC2
 : 1541	1633

Next part.
Each structure is followed by: SRC3 TRFRET art	SRC1 TRFRET art
CCOC(=O)c1nc(Nc2ccc(N3CCC(C)CC3)cc2)c2ccccc2n1
 : 1459	2032
COc1ccc(OCC(O)CN(CCO)CC(O)Cn2ccc3ccccc32)cc1 (stereo not drawn)
 : 1596	1790
CCN(C(=O)CSc1nc2nc(C)cc(C)n2n1)C1CCS(=O)(=O)C1 (stereo not drawn)
 : 1641	1767
O=C(Cn1nnc2ccccc2c1=O)NCCc1ccc(F)cc1
 : 1630	1834
c1ccc(-c2ncc3c(ccc4ccccc43)n2)cc1
 : 1577	1933
CCN(CC)c1nc(-c2ccccc2)ncc1S(=O)(=O)c1ccc(C)cc1
 : 1870	1796
O=C(Nc1ccc(F)cc1F)c1cccnc1
 : 1603	1697
O=C(CSc1ccc(-c2ccco2)nn1)NC1CCCCC1
 : 1504	1830
CC(C)CN1CCN(Cc2cccc3ncccc23)CC1CCO (stereo not drawn)
 : 1609	1697
CCc1ccccc1NC(=O)Nc1cccn(Cc2ccc(F)cc2)c1=O
 : 1516	1681
COc1ccc(/C=N/NC(=O)c2ccc(COCC(F)(F)C(F)F)cc2)cc1
 : 1460	1563
Cc1cc(NN)nc(NS(=O)(=O)c2ccccc2)n1
 : 1615	1554
Fc1ccc(NC(=S)NNc2ncc(C(F)(F)F)cc2Cl)c(F)c1
 : 1670	1890
CCOc1cc(N2CCOCC2)c(OCC)cc1NC(=O)C(C)(C)C
 : 1718	1816
COc1ccc(CCN(C)c2ccc(S(=O)(=O)N3CCCC3)cn2)cc1OC
 : 1492	1733
C=CCOc1ccc(C2N3CC4(CC)CN2CC(CC)(C3)C4=O)cc1 (stereo not drawn)
 : 1579	1677
CNC(=S)N(CCc1c(C)[nH]c2ccc(OC)cc12)Cc1cccnc1
 : 1417	1754
COCc1c(C#N)c(NCCc2ccccc2)nc(C)c1[N+](=O)[O-]
 : 1677	1627
O=C(OCC(=O)c1c[nH]c2ccccc12)c1cccc(O)c1
 : 1643	1820
Oc1ccccc1C=Nc1ccccc1-c1nc2ccccc2[nH]1
 : 1748	2027
Cc1nn(CC2CC2)c(=O)n1-c1ccc(C(C)C)cc1
 : 1568	1760
CCOc1ccc(-c2cn(CCC#N)cn2)cc1
 : 1535	1722
Cc1ccc(-c2csc(NC(=O)CSc3nnc4c(n3)[nH]c3ccccc34)n2)cc1
 : 1667	1753
COc1ccc(NC(=O)c2nc(-n3nc(C)cc3C)ccc2Cl)cc1Cl
 : 1441	1610
CCOc1ccc2c(c1)/C(=N/N1C(=O)c3ccccc3C1=O)C(=O)N2
 : 1563	1807
Cc1cc(N2CCN(C)CC2)nc2ccc(NC(=S)NCCN3CCc4ccccc4C3)cc12
 : 1594	1838
CCOC(=O)C1CCN(C(=O)c2ccc(CNS(=O)(=O)c3ccc(C)cc3)cc2)CC1
 : 1481	1521
O=C(N/C=C/c1ccco1)NCc1ccccc1
 : 1599	1612
Cn1c(=O)c(C(=O)CCl)c(N)n(CC2CC2)c1=O
 : 1763	1911
Cc1ccc(NC(=S)N(CCCN2CCC(C)CC2)Cc2ccco2)cc1C
 : 1474	1766

Following part:
Each structure is followed by: SRC3 TRFRET art	SRC1 TRFRET art
O=C(COC(=O)c1ccc2c(c1)OCO2)Nc1ccccc1
 : 1464	1905
COc1cccc(CN(c2ccc3c(c2)CCC3)S(=O)(=O)c2ccc(-n3cnnn3)c(OC)c2)c1
 : 1745	1665
O=C(CNC(=S)NC(=O)c1cccc([N+](=O)[O-])c1)c1ccccc1
 : 1530	2005
Cc1ccc(C(=O)c2cccc(N)c2)cc1C
 : 1566	1620
O=C(CSc1ccc(-c2ccncc2)nn1)N1CCCCC1
 : 1469	1812
COc1cccc(-n2nc(C(=O)N3CCN(Cc4ccccc4)CC3)c3ccccc3c2=O)c1
 : 1392	1301
Cc1cc(C)nc(Sc2ccc([N+](=O)[O-])cc2[N+](=O)[O-])n1
 : 1643	1695
CCn1c2ccccc2c2cc(NC(=O)c3cccc(OC)c3OC)ccc21
 : 1611	1769
CC1(C)Cc2nc3nc(SCC(=O)Nc4ccccc4)nc(N)c3cc2CO1
 : 1448	1937
CC1=C(C#N)C(/C=N/OCc2ccc(F)cc2Cl)CC(=O)N1 (stereo not drawn)
 : 1684	1788
COCn1ccnc1C(O)(c1ccc(OC)cc1)c1ccc(OC)cc1
 : 1615	1843
Cc1ccc(NC(=S)N(Cc2cccs2)Cc2cc3cc(C)cc(C)c3[nH]c2=O)cc1
 : 1450	1720
COc1ccc(Cl)cc1Nc1ncnc2sc(C)c(S(=O)(=O)N3CCC(C)CC3)c12
 : 1512	1650
CN(C)C(CNc1ncnc2sc3c(c12)CCCC3)c1ccco1 (stereo not drawn)
 : 1577	1844
CCNC(=O)C1CC(=O)N(c2ccc(OCC)cc2)C1 (stereo not drawn)
 : 1678	1950
CCC(C)N1C(=O)S/C(=C/c2ccc(N3CCOCC3)cc2C)C1=O (stereo not drawn)
 : 1654	1640
CNC(=O)Oc1ccc2c(c1)[C@]1(C)CCN(C)[C@@H]1N2C
 : 1724	1818
O=C(Cn1c(CN2CCCCC2)nc2ccccc2c1=O)Nc1ccccc1
 : 1677	1975
CC(=O)c1cc(NC(=O)c2ccccc2)c(=O)oc1C
 : 1665	2039
O=C(COC(=O)c1ccccc1SCC(=O)NC1CCS(=O)(=O)C1)NC1CCS(=O)(=O)C1 (stereo not drawn)
 : 1336	1557
CC(C)(CO)NC(=O)Nc1ccc(Cl)c(Cl)c1
 : 1584	1548
Nc1[nH]c(N=NC(=O)c2ccc(Cl)cc2)c2ccccc12
 : 1608	1716
Cc1ccc(-c2cccc(C(=O)NCc3ccccc3)n2)c2ccccc12
 : 1764	1857
C=CCn1c(=S)[nH]c2scc(-c3ccc(C)o3)c2c1=O
 : 2146*	2448*
COc1ccc(CCNC(=O)CSc2nnc3ccc(-c4ccncc4)nn23)cc1
 : 1498	1819
O=C(Cc1ccc(F)cc1)N(c1ccccc1)C1C=CS(=O)(=O)C1 (stereo not drawn)
 : 1355	1829
O=C(Cn1cnc2c(cnn2-c2ccc(F)cc2)c1=O)NCCc1ccccc1
 : 1712	1929
O=C(CC1Nc2cccc3cccc(c23)NC1=O)Nc1ccc(F)cc1 (stereo not drawn)
 : 1918	2116
CSc1ncccc1C(=O)Nc1nc2ccc(S(C)(=O)=O)cc2s1
 : 1518	1815
CCOC(=O)c1[nH]c(C)c(C(=O)NCc2ccc(Cl)cc2)c1C
 : 1560	1945

An excerpt of these results, with bars between the fields.
compound | SRC3 TRFRET art | SRC1 TRFRET art
Cc1ccc(-c2cccc(C(=O)NCc3ccccc3)n2)c2ccccc12 | 1764 | 1857
C=CCn1c(=S)[nH]c2scc(-c3ccc(C)o3)c2c1=O | 2146* | 2448*
COc1ccc(CCNC(=O)CSc2nnc3ccc(-c4ccncc4)nn23)cc1 | 1498 | 1819
O=C(Cc1ccc(F)cc1)N(c1ccccc1)C1C=CS(=O)(=O)C1 (stereo not drawn) | 1355 | 1829

The list goes on.
Each structure is followed by: SRC3 TRFRET art	SRC1 TRFRET art
COc1cc(S(=O)(=O)N2CCOCC2)ccc1N
 : 1540	1998
O=C(Nc1nnc(C2CC2)s1)C1CCCCN1S(=O)(=O)c1ccccc1 (stereo not drawn)
 : 1461	2029
CCN1C(=O)c2cccc3c(NC(=O)c4ccc(S(=O)(=O)N(C)C)cc4)ccc1c23
 : 1581	2286
COc1ccccc1C(=O)Oc1cc(N)n(S(=O)(=O)c2ccccc2)n1
 : 1656	1841
COc1ccccc1C1=NC(c2ccc(F)cc2)N=C1C (stereo not drawn)
 : 1592	1635
Cc1csc(NC(=O)c2cc3c(C)nn(Cc4ccccc4Cl)c3s2)n1
 : 1601	1770
CCCCN(CCCC)Cc1ccc(C(=O)NNC(=O)Nc2ccc(Cl)cc2)o1
 : 1251	1677
Cc1nn(CC(=O)N/N=C/c2ccc3c(c2)OCO3)c(C)c1Br
 : 1382	1574
Fc1ccc(N2CCN(C3=Nc4cccc5cccc3c45)CC2)cc1
 : 1696	1711
CCCC(=O)Nc1cc(C(F)(F)F)ccc1N1CCOCC1
 : 1642	1870
O=C(NC(=S)NCc1ccccc1)C1CC1
 : 1671	2071
O=C(c1cccc(C(F)(F)F)c1)C1CCCN(Cc2cccc(OCCO)c2)C1 (stereo not drawn)
 : 1394	1888
CS(=O)(=O)N1CCCC(C(=O)Nc2ccc(F)cc2F)C1 (stereo not drawn)
 : 1534	1952
CCCN(C(=O)CSc1nnnn1C)C1CCS(=O)(=O)C1 (stereo not drawn)
 : 1704	1579
COc1ccc(CCCc2n[nH]c(=S)n2C)cc1C
 : 1360	1774
CCOC(=O)c1c(C(=O)OCC)c(C)n(CCc2ccc(OC)c(OC)c2)c1C
 : 1499	1877
COc1ccc(N2C(=O)CSCC2=O)cc1OC
 : 1539	1861
CCc1ccccc1NC(=S)N(Cc1cccnc1)Cc1ccco1
 : 1582	1659
COc1cccc(C(=O)NC(=S)N2CCN(c3ccc(C(F)(F)F)cc3[N+](=O)[O-])CC2)c1
 : 1655	1827
CN(C(=O)CSc1nnc(NCc2ccccc2)s1)C1CCS(=O)(=O)C1 (stereo not drawn)
 : 1652	1852
CN(C)C1=NC(=O)/C(=C\c2ccccc2)S1
 : 1735	1457
COc1cc(N)c(Br)cc1C(=O)O
 : 1215	1702
CCC(Sc1nc(N)c(NC(=O)c2ccc(OC)cc2)c(=O)[nH]1)C(=O)O (stereo not drawn)
 : 1676	1676
N#Cc1c(-c2ccccc2)nc2n1CCS2
 : 1689	1664
Cc1ccc(-c2nnn3c2nc(NCCc2ccc(S(N)(=O)=O)cc2)c2ccccc23)cc1
 : 1626	2028
COc1ccc2cc(C(N)=O)c(=Nc3ccccc3)oc2c1
 : 1560	1696
O=c1[nH]c(CN(CCc2ccccc2)S(=O)(=O)c2ccc(Cl)cc2)nc2ccccc12
 : 1495	1624
O=C1Cc2ccccc2N1c1ccccc1
 : 1344	1663
O=C(O)c1c(Cl)c(Cl)c(Cl)c(Cl)c1C(=O)N1CCCCCC1
 : 1462	1566
Cc1ccc(NC(=O)c2ccc3nc[nH]c3c2)cc1C
 : 1520	1908

Further structures follow:
Each structure is followed by: SRC3 TRFRET art	SRC1 TRFRET art
Cc1ccc(C(=O)NC(NCC2CCCO2)C(Cl)(Cl)Cl)cc1 (stereo not drawn)
 : 1459	1623
Cc1nc2n[nH]c(N)c2c2c1COC(C)(C)C2
 : 1817	1803
OCCC1CN(Cc2ccc3cc(Cl)ccc3n2)CCN1Cc1ccsc1 (stereo not drawn)
 : 1540	2019
C[N+]1(CCOC(=O)C2(c3ccccc3)CCCC2)CCCCC1
 : 1509	1783

Grouped by structure, those above with a tert-butyl group.
Each structure is followed by: SRC3 TRFRET art	SRC1 TRFRET art
CC(C)(C)NS(=O)(=O)c1ccc(CCC(=O)N2CCCC2)cc1
 : 1579	1784
CCOc1cc(N2CCOCC2)c(OCC)cc1NC(=O)C(C)(C)C
 : 1718	1816
